Screens: PubChem BioAssay, several laboratories
LAP4-GFP MLPCN = alters LAP4-GFP fluorescence in TOR pathway yeast screen; S. cerevisiae LAP4-GFP multiplex, flow cytometry GFP, 3 h; median GFP as percent of DMSO wells; GFP response vs DMSO, % at 10 µM; hit rate 0.34% among 320,000;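 active = GFP response vs DMSO above a set limit, about the screen mean plus 3 SD, cut at about 150% in these data; inconclusive = under 70 cell events counted for the yeast strain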
procasp7 counter = counter-screen: procaspase-7 (human) activation; P55210; recombinant procaspase-7, Ac-DEVD-pNA absorbance 405 nm; D23A/D198A/D206A triple mutant, cannot self-cleave; scale: DMSO 0, 5 µM enzyme 100; activation, % at 8.5 µM; hit rate 0.093% among 330,000; AID 463210;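 active = percent activation above the screen-wide mean plus 3 SD, cut at about 25% in these data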
Target sequence (P55210 whole entry D23A/D198A/D206A): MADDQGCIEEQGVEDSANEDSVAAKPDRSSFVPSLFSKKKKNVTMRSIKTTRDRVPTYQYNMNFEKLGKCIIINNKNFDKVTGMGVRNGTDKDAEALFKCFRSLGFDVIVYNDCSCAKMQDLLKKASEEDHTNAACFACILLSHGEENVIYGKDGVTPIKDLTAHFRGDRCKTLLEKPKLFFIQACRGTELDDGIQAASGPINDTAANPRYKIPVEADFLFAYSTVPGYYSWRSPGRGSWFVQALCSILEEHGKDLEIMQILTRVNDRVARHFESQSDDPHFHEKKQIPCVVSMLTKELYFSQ
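Assay system: Uncleavable procaspase-7 mutant enzyme | Input: 2 µM procaspase-7 mutant as dispensed | Timing: 1 h compound preincubation, 2 h substrate cleavage, 25 °C | Repeats: One well per compound | Control set: DMSO wells as 0%, DMSO with 5 µM added PC-7 as 100% | Technique: Epi-absorbance of released pNA at 405 nm, two timepoints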
MEP2 TOR yeast = yeast TOR pathway MEP2-GFP modulation | AID 2016 | GFP response vs DMSO, % at 10 µM | S. cerevisiae MEP2-GFP strain, flow cytometry GFP, 3 h; 100% = DMSO control level | hit rate 0.51% among 330,000;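 active = GFP response versus DMSO above a set limit, roughly screen mean plus 3 SD, cut at about 180% in these data; inconclusive = fewer than 70 cells counted for a yeast strain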;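 also: median GFP fluorescence of the barcode-gated MEP2-GFP cells per well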
AGP1 TOR yeast = alters AGP1-GFP fluorescence in TOR pathway yeast screen; AID 2066; S. cerevisiae AGP1-GFP multiplex flow cytometry, 3 h; GFP as percent of DMSO wells; GFP response vs DMSO, % at 10 µM; hit rate 0.02% among 320,000;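 active = GFP response relative to DMSO above a set limit, near screen average plus 3 SD, cut at about 150% in these data; inconclusive = fewer than 70 cells counted for the yeast strain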;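 also: median GFP channel fluorescence of the gated AGP1 strain per well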
AHR activator = activators of human aryl hydrocarbon receptor | P35869 | AHR-responsive luciferase reporter cells, luminescence | activation, % at 5 µM | hit rate 2.5% among 320,000; in the data active = activation above about 47%;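 also: 0% = vehicle wells and 100% = reference agonist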
Target sequence (P35869 whole entry, looked up): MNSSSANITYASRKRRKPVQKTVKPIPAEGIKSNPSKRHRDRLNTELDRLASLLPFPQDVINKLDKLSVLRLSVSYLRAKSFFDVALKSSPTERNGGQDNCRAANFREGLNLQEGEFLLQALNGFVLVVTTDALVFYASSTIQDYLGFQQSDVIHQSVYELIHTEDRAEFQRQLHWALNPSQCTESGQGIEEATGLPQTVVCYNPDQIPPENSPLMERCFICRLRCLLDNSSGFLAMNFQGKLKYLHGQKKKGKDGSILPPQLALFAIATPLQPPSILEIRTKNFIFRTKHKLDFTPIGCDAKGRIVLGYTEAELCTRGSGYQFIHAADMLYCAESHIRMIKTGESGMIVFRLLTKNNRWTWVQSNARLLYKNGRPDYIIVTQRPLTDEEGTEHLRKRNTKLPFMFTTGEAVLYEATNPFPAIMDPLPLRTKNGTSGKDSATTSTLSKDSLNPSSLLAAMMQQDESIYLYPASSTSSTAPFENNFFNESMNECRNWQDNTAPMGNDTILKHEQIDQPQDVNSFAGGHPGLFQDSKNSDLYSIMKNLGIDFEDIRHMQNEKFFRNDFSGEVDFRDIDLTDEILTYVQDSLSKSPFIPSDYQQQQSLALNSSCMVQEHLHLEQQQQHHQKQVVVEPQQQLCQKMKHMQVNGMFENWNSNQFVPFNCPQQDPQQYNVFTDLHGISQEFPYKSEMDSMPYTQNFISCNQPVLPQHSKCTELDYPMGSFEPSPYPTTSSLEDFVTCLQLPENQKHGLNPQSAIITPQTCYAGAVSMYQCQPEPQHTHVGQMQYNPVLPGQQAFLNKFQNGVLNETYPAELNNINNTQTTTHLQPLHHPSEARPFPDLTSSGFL
CIT2 TOR yeast = alters CIT2-GFP fluorescence in TOR pathway yeast screen. S. cerevisiae CIT2-GFP strain, flow cytometry, 3 h; 100 means same as DMSO wells. GFP response vs DMSO, % at 10 µM. hit rate 0.065% among 320,000;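 active = GFP response relative to DMSO above a set limit, near the screen mean plus 3 SD, cut at about 150% in these data; inconclusive = Fewer than 70 cells measured for a yeast strain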;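 also: ratio of well median GFP fluorescence to mean of DMSO wells on the plate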
RPL19A-GFP yeast = yeast TOR pathway RPL19A-GFP modulation | hit rate 0.3% among 330,000 | AID 2025 | S. cerevisiae RPL19A-GFP strain, flow cytometry, 3 h; hits give low values | percent response vs DMSO, % at 10 µM;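 active = percent response vs DMSO below 50%; inconclusive = fewer than 70 events counted for the yeast strain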;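 also: median channel GFP fluorescence of the barcoded RPL19A-GFP strain; ratio of sample median GFP to plate DMSO average so 100% = DMSO; lower means less RPL19A-GFP as with rapamycin TOR inhibition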
procasp3 activ = activates human procaspase-3. AID 463141. recombinant procaspase-3 D3A, Ac-DEVD-pNA absorbance 405 nm. hit rate 0.11% among 330,000. activation, % at 8.5 µM. P42574;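 active = activation above the mean of all tested compounds plus 3 SD, cut at about 21% in these data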;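 also: 0% = DMSO alone and 100% = DMSO wells spiked with extra 5 µM PC-3 D3A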
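Test system: Procaspase-3 D3A mutant, all three cleavage aspartates alanine | Dosing: Single dose, 8.5 µM nominal compound, 0.8% DMSO | Schedule: 1 h preincubation, 2 h reaction | Technique: 405 nm absorbance of p-nitroaniline, reads at 0 and 120 min | Repeats: One well per compound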
The depositor's hits bear a star; ? = inconclusive; . = not tested or not shown; [ ] = remark or other dose.

SMILES	LAP4-GFP MLPCN	procasp7 counter	MEP2 TOR yeast	AGP1 TOR yeast	AHR activator	CIT2 TOR yeast	RPL19A-GFP yeast	procasp3 activ
COc1ccc2c(=O)c3c(=O)n(-c4ccc(C)cc4)c(-c4ccccc4)nc3oc2c1	109	4	96	106	1	84	98	2
CCOC(=O)Cn1c(=O)c2c(nc3n2CCCCN3c2ccc(OCC)cc2)n(C)c1=O	100	7	98	94	-2	98	96	-5
CC(=O)c1ccc(N=C2NC(=O)C(CO)(CO)S2)cc1	83[may fluoresce red]	4	80[may fluoresce red]	84[may fluoresce red]	0	87[may fluoresce red]	?	3
CCn1cc(C(=O)NC(C)C2CC3CCC2C3)cn1 (stereo unspecified)	103	-1	109	105	0	108	107	-5
Cc1ccc(NC(=O)C(c2ccc(Cl)cc2)N2CCOCC2)cc1 (stereo unspecified)	102	11	112	101	3	107	101	3
COc1ccc(C2C(C(C)=O)=C(O)C(=O)N2c2ccc(F)cc2)cc1 (stereo unspecified)	85	1	106	101	0	110	105	2
COC(c1ccccc1)c1nnc(CCC(=O)N2CCN(CCOc3ccccc3)CC2)o1 (stereo unspecified)	98	10	96	99	-1	101	98	4
C/C(=N\NC(=O)CCc1ccccc1)c1ccc(Br)cc1	100	11	96	104	8	103	102	-5
CCOC(=O)Cc1csc(NC(=O)COC(=O)/C=C/c2ccc(OC)cc2)n1	97	11	93	94	0	87	94	4
CC(=O)Nc1ccc(S(=O)(=O)Nc2ccc3c(c2)C(=O)OC3)cc1	114	-1	112	100	-2	96	102	7
CCCOc1ccc(C2NC(=S)NC(C)=C2C(=O)c2ccccc2)cc1OC (stereo unspecified)	95	4	105	105	4	105	106	1
N#C/C(=C\c1ccc(OC(=O)c2ccccn2)cc1)C(N)=O	97	-8	93	93	0	93	92	-10
CCOc1ccccc1CNC(=O)C1CCN(c2nc3ccccc3o2)CC1	103	-1	103	96	0	98	99	0
Cc1ccc(-n2c(-c3ccncc3)nnc2-c2cccs2)cc1	96	4	93	91	0	90	98	-2
CCCc1ccc(C2=Nn3c(nnc3C(C)C)SC2)cc1	97	-17	101	100	3	105	105	-7
CC1CCN(C(=O)c2ccc(S(=O)(=O)N3CCCCCC3)cc2)CC1	94	9	93	96	-1	98	96	-1
CC1(C)CC(NS(=O)(=O)c2cccc3ccccc23)CC(C)(C)N1	105	4	107	104	2	116	100	1
Cc1ccc(/C=C2\Oc3cc(OC(=O)N4CCOCC4)ccc3C2=O)cc1	100	-7	95	100	0	98	100	-1
COCCCNC(=O)CN(c1cc(C(F)(F)F)ccc1Cl)S(C)(=O)=O	81	2	90	103	0	86	99	7
CC(C)NC(=O)C1CCN(C2CCN(Cc3ccc4cccc(F)c4n3)CC2)CC1	109	7	99	102	1	95	95	10

Just AHR activator, procasp7 counter and AGP1 TOR yeast, for 4 of the compounds above:
| Structure | AHR activator | procasp7 counter | AGP1 TOR yeast |
| --- | --- | --- | --- |
| COC(c1ccccc1)c1nnc(CCC(=O)N2CCN(CCOc3ccccc3)CC2)o1 (stereo unspecified) | -1 | 10 | 99 |
| C/C(=N\NC(=O)CCc1ccccc1)c1ccc(Br)cc1 | 8 | 11 | 104 |
| CCOC(=O)Cc1csc(NC(=O)COC(=O)/C=C/c2ccc(OC)cc2)n1 | 0 | 11 | 94 |
| CC(=O)Nc1ccc(S(=O)(=O)Nc2ccc3c(c2)C(=O)OC3)cc1 | -2 | -1 | 100 |

One compound at a time, from the list above. Values in the order: LAP4-GFP MLPCN, procasp7 counter, MEP2 TOR yeast, AGP1 TOR yeast, AHR activator, CIT2 TOR yeast, RPL19A-GFP yeast, procasp3 activ
CCOc1ccccc1CNC(=O)C1CCN(c2nc3ccccc3o2)CC1 is listed with 103, -1, 103, 96, 0, 98, 99, 0
CCCOc1ccc(C2NC(=S)NC(C)=C2C(=O)c2ccccc2)cc1OC (stereo unspecified) is listed with 95, 4, 105, 105, 4, 105, 106, 1

Later entries
SMILES	LAP4-GFP MLPCN	procasp7 counter	MEP2 TOR yeast	AGP1 TOR yeast	AHR activator	CIT2 TOR yeast	RPL19A-GFP yeast	procasp3 activ
Cc1ccc2c(c1)nnn2C1CCN(CC(=O)NCc2ccccc2F)CC1	95	8	108	105	-2	105	107	-1
COc1ccc(-n2ccnc2)cc1	105	4	93	98	8	98	95	8
Cc1cccc(-c2cc(C(=O)N3CCCc4ccccc43)c3ccccc3n2)c1	107	-1	104	102	12	101	104	-11
O=C(c1ccco1)N1CCN(/C(=N/S(=O)(=O)c2cccs2)c2ccccc2Cl)CC1	93	4	99	97	-1	101	94	-4
CCOC(=O)CCc1c(C)c2ccc(O)cc2oc1=O	103	23	101	104	1	102	102	19
Cc1[nH]n(-c2ccccc2)c(=O)c1C(=O)c1ccc([N+](=O)[O-])cc1	92	3	91	93	2	84	99	-1
CCCS(=O)(=O)N1CCCC(C(=O)NCCN(CC)c2ccccc2)C1 (stereo unspecified)	106	19	112	104	1	109	101	3
Cc1ccc(S(=O)(=O)c2nnn3c2nc(N2CCOCC2)c2ccccc23)cc1	93	12	99	104	2	103	96	-1
CC(=O)NS(=O)(=O)c1ccc(NC(=O)/C=C/c2ccc(C)o2)cc1	92	-5	106	105	1	102	105	-4
COC(=O)c1sc(N2C(=O)C(=O)/C(=C(/O)c3ccc(C)cc3)C2c2ccco2)nc1C (stereo unspecified)	98	2	96	77	6	93	92	-1
O=C(CCN1C(=O)c2ccccc2C1=O)N1CCN(C(=O)c2ccccc2)CC1	.	6	112	97	3	103	100	-4
COC(=O)C1=C(C)Nc2[nH]c(=S)[nH]c(=O)c2C1c1ccc(OC)cc1 (stereo unspecified)	91	-4	102	104	4	100	107	1
COc1ccc([C@H]2CC(=O)c3c(O)cc(O)cc3O2)cc1O	106	3	92	108	1	108	97	-4
COC(=O)c1ccccc1NC(=S)NC(=O)COc1ccccc1Cl	99	3	97	100	5	98	97	-2
CNC(=S)Nc1ccc2[nH]c(=O)[nH]c2c1	100	4	100	101	2	105	107	-7
CCN(CC)CCCC1(CN)OCCc2ccccc21 (stereo unspecified)	84	7	93	88	-3	90	89	-1
CCN(CC)S(=O)(=O)c1cc(C(=O)Nc2ccccc2C(=O)O)ccc1OC	95	2	96	102	3	88	95	2
COc1ccc(Cc2nnc(NC(=O)c3c(-c4ccccc4)noc3C)s2)cc1	97	9	104	102	0	104	99	-1
COCCCNC(=S)Nc1ccc(N2CCCCC2)cc1	100	7	103	107	1	100	100	-2
CCn1cc(S(=O)(=O)c2ccc(Cl)cc2)c(=O)c2cc(OC)ccc21	107	-2	102	106	-2	101	105	3
Cc1c(C(=O)NCCN2CCOCC2)oc2ccccc12	94	-3	102	104	16	.	101	1
CC1CCCCN1C(=O)COC(=O)C1CCN(S(=O)(=O)c2c(Cl)cccc2Cl)CC1 (stereo unspecified)	88	-4	94	89	1	97	97	-2
CCCC(=O)NC(C)C(c1cccs1)N1CCN(C)CC1 (stereo unspecified)	107	2	105	110	0	110	111	5
CCN(CC(=O)Nc1cc(Cl)ccc1C)C(=O)C1COc2ccccc2O1 (stereo unspecified)	85	-13	92	89	1	88	88	4
COC(=O)c1ccc(CN2CCCC(C(=O)Nc3ccc(-c4ccn[nH]4)cc3)C2)cc1 (stereo unspecified)	102	-3	105	99	0	98	100	4
CC1(C)CC(=O)C(C=NCCN2CCOCC2)=C(O)C1	100	0	101	98	1	99	105	-2
O=C(C1CCN(c2nnc(-n3cccc3)s2)CC1)N1CCN(Cc2ccc3c(c2)OCO3)CC1	108	10	111	111	0	106	106	5
Cc1cc(C)nc(-n2nc(C)c3c(C(F)F)cc(C)nc32)n1	100	16	111	97	17	96	.	10
COc1cc2c(cc1OC)C(c1ccccc1C)CC(=O)N2 (stereo unspecified)	94	2	101	102	-1	94	98	4
Cc1cccnc1Nc1nc(-c2ccccc2)cs1	88	0	102	97	55*	104	104	1
NCCc1nc(-c2ccccc2)cs1	98	-6	100	105	4	100	98	-3
CC(C)Cc1nc2sc3c(NCc4ccco4)ncnc3c2c2c1COC(C)(C)C2	109	-1	108	99	2	87	97	-11
CCc1ccc(-c2cc(C)no2)cc1S(=O)(=O)N1CCN(C(=O)c2ccco2)CC1	98	1	98	99	3	90	95	-2
CCCCCC(=O)Nc1ccc(N2CCN(C(=O)c3ccccc3)CC2)cc1	107	-4	110	109	1	106	101	-10
CCOC(=O)CSC1=C(C#N)C(c2ccco2)C(C(=O)Nc2cccc(C(F)(F)F)c2)=C(C)N1 (stereo unspecified)	100	1	103	109	1	.	104	-2
CN1c2ccccc2Oc2c(c(=O)n(C)c(=O)n2C)C1c1cccc([N+](=O)[O-])c1 (stereo unspecified)	96	2	102	101	0	106	101	12
COc1ccc(Nc2nc(-c3ccc4c(c3)NC(=O)CO4)cs2)cc1	109	-4	123	96	41	123	104	-2
O=C(Cc1cccc(C(F)(F)F)c1)OCN1C(=O)c2ccccc2C1=O	107	4	108	95	-2	92	94	6
CC(=O)c1ccc(NC(=O)CCNS(=O)(=O)c2cc(Br)cnc2N)cc1	89	5	98	97	2	93	94	5
CCN1C(=O)N(C)C2(c3ccccc3)N(C)C(=O)N(C)C12c1ccccc1 (stereo unspecified)	94	1	101	97	-1	91	97	-7
CS(=O)(=O)N(CC(=O)N1CCc2ccccc2C1)Cc1ccc(F)cc1	98	.	103	103	.	106	106	.
Cn1c(N2CCOCC2)cc(=O)n(C)c1=O	102	3	99	98	0	98	97	9
Cc1c(C(c2cccc(O)c2)c2c(C)n(C)n(-c3ccccc3)c2=O)c(=O)n(-c2ccccc2)n1C	89	2	99	99	4	98	101	-5
CCOC(=O)c1c(NC(=O)Cc2cccs2)sc(C(=O)NC2CCCCC2)c1C	101	1	107	106	2	105	100	6
O=C(Nc1ccc2c(c1)nc1n2CCSC1)c1ccccc1	95	-3	97	100	-12	96	101	-4
Cc1cccc(NC(=O)CSc2nccn2Cc2ccco2)c1	112	9	111	106	2	105	105	-6
COc1ccc(CCNC(=O)CCC(=O)NC2CCCC(C)C2C)cc1OC (stereo unspecified)	91	-6	97	95	1	100	102	7
CC(C)Cn1c(SCC(=O)NCc2ccc(Cl)cc2)nnc1-c1cccc(S(=O)(=O)N2CCOCC2)c1	96	-9	98	106	-1	104	.	3
Cn1c(SCC(=O)NCC2CCCO2)nnc1-c1ccc(Cl)cc1 (stereo unspecified)	95	-2	93	97	-1	92	97	3
Cc1ccc(-n2cc(CNCCCn3cccn3)c(-c3cccc(C)c3)n2)cc1	98	-2	92	102	7	79	98	1
CC(=O)c1cccc(NS(=O)(=O)c2ccc(N/C=C\C(=O)c3ccc(F)cc3)cc2)c1	93	12	95	100	16	93	97	-2
O=C(CSc1nnc(CNC(=O)c2ccccc2F)o1)c1ccc(Cl)cc1	.	9	91	95	3	93	96	8
COc1ccc(/C=C2/SC(=S)N(CCCC(=O)Nc3ccc(O)cc3)C2=O)cc1	107	-6	96	103	-6	96	94	2
CCOc1ccc(N(C(C)C(=O)N2CCOCC2)S(C)(=O)=O)cc1 (stereo unspecified)	81	13	100	103	1	116	98	1
COc1ccc(NC(=O)COc2ccc(-c3nn(C)c(=O)c4ccccc34)cc2)cc1	96	6	93	101	-2	103	96	3
COc1ccc(NCC(O)COc2ccc(C(C)(C)C)cc2)cc1 (stereo unspecified)	109	-4	94	97	6	93	94	2
CCCn1nc(Oc2nc(NCC)nc(NCC)n2)ccc1=O	95	14	99	97	1	98	94	-6
